# RXFP1 antag: antagonists of human relaxin receptor RXFP1. Q9HBX9. HEK293-RXFP1, relaxin-stimulated cAMP HTRF, 30 min; hits give low values. activity change, negative = inhibition, % at 57.5 µM. 350,000 compounds, 0.59% hits. AID 1259400;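 active means activity change of -60% or lower, but not beyond a set lower limit; inconclusive means change between -60% and -40%, or beyond the set limit; inactive means change above -40%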; further: on the % scale 0 is the no-effect control and ±100 the full control effect
# Tb PGK inh: inhibitors of T. brucei phosphoglycerate kinase. PGK/GAPDH coupled, Kinase-Glo luminescence, 60 min. Potency, µM (doses to about 57.5 µM), without a hit: top-dose activity change, negative = inhibition, most hits filed as inhibitors. 380,000 compounds, 0.043% hits. AID 602233; further: potency means the concentration at half of the fitted maximal effect; on the % scale 0 is the no-effect control and ±100 the full control effect; nearly all actives have a fitted effect of over 60% in size
#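 Recombinant glycosomal PGK reaction used 1,3-bisphosphoglycerate generated in-well by GAPDH (100nM final) in 100mM TEA pH 7.6, 5mM MgCl2, 0.01% Tween-20. After 60 minutes at room temperature, ATP was read by Kinase-Glo Plus luminescence end-point.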
# POLB inh: DNA polymerase beta (human) inhibition; Potency, µM (top dose mostly 114 µM), for inactives: at the top dose activity change, negative = inhibition, hits mostly inhibitors; AID 485314; P06746; Pol beta primer extension/strand displacement, fluorescence kinetic; 340,000 compounds, 1.3% hits; further: potency means the concentration at half of the fitted maximal effect; on the % scale 0 is the no-effect control and ±100 the full control effect
#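 Preincubation: enzyme (10 nM) with compound, 15 min, RT. Reaction: substrate added to 50 nM final. Reads: 0 and 10 min. Analysis: normalized, Hill fit.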
# APEX1 inh: inhibitors of human APE1 endonuclease. P27695. recombinant APE1, TAMRA/BHQ-2 abasic DNA cleavage fluorescence. Potency, µM (highest dose often 65.8 µM), without a hit: at the top dose activity change, negative = inhibition, actives largely listed as inhibitors. 350,000 compounds, 0.35% hits. AID 2517;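 further: potency means the concentration at half of the fitted maximal effect; plate controls were vehicle for no effect and reference inhibitor for full effect; nearly all actives have a fitted effect of over 55% in size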
#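 Endonuclease cleavage of a quenched abasic-site DNA duplex (50 nM) by APE1 (0.75 nM) was tracked by TAMRA dequenching. Compounds were preincubated with enzyme 15 min at room temperature; data normalized to buffer-only and DMSO wells plus NSC13755 control.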
# BLM inh: Bloom syndrome helicase (human) inhibition; recombinant BLM DNA unwinding, fluorescence dequenching; 350,000 compounds, 0.2% hits; P54132; Potency, µM (highest dose often 56.1 µM), for inactives: top-dose activity change, negative = inhibition, most hits filed as inhibitors;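 further: potency means the concentration at half of the fitted maximal effect; plate controls were vehicle for no effect and no enzyme for full effect; nearly all actives have a fitted effect of over 35% in size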
# Pol iota inh: inhibitors of human DNA polymerase iota; Q9UNA4; Pol iota fluorescent replication assay, 10 min; Potency, µM (top dose mostly 115 µM), for the others: at the highest dose activity, negative = inhibition, usual class: inhibitors; 390,000 compounds, 1% hits; further: potency means the concentration at half of the fitted maximal effect
#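 Fluorescent replication assay read twice, at 0 min and 10 min after adding 50 nM (final) substrate. Enzyme (10 nM) and compounds were first incubated 15 min at room temperature; enzyme-free buffer wells were negative controls.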
# Pol eta inh: inhibitors of human DNA polymerase eta; Q9Y253; recombinant Pol eta, fluorescent DNA replication assay; Potency, µM (doses to about 114 µM), without a hit: top-dose activity change, negative = inhibition, actives largely listed as inhibitors; 390,000 compounds, 1.2% hits; AID 588591; further: potency means the concentration at half of the fitted maximal effect; on the % scale 0 is the no-effect control and ±100 the full control effect
# Target sequence (Q9Y253 whole entry, looked up): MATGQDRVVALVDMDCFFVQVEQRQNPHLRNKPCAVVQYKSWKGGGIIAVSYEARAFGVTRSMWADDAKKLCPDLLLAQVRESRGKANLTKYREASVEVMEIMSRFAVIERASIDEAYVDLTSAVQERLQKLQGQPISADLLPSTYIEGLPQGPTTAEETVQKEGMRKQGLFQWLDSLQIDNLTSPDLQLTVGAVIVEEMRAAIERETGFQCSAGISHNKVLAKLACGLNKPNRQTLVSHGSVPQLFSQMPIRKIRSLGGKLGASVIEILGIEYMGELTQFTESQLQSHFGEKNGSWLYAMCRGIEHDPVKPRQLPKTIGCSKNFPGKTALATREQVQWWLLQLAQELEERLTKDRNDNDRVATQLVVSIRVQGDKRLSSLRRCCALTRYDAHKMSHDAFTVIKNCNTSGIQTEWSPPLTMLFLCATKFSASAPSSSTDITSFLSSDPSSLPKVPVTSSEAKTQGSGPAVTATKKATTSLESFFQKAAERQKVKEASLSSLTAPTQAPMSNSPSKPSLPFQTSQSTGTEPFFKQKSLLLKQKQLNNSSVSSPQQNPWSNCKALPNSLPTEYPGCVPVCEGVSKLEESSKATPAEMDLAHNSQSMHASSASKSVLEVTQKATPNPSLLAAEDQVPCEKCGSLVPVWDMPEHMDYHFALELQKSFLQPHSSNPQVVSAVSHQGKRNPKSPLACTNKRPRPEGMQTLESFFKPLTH
#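 Pol eta (10 nM) was preincubated with compounds for 15 min at room temperature, after which fluorescent replication substrate (50 nM final) was added to start the reaction. Fluorescence was read kinetically at 0 and 10 min.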
# Apoferritin bind: binds horse apoferritin like a general anesthetic; 350,000 compounds, 0.074% hits; Potency, µM (series often up to 77.5 µM), without a hit: at the highest dose activity change, negative = displacement, actives largely listed as inhibitors; P02791; apoferritin/1-aminoanthracene competitive binding, fluorescence; further: potency means the concentration at half of the fitted maximal effect; on the % scale 0 is the no-effect control and ±100 the full control effect; nearly all actives have a fitted effect of over 20% in size
# Target sequence (P02791 2-175 limits assumed): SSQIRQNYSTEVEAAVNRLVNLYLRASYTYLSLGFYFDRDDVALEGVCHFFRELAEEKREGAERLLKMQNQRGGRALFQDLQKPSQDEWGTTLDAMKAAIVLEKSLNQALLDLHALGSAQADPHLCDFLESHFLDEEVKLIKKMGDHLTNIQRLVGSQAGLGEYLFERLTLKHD
#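 Horse-spleen apoferritin (10 uM) in 50% saturated 1-aminoanthracene in PBS was incubated 10 min at room temperature with compound. Fluorescence (ex 380, em 535 nm) was normalized to free and bound 1-AMA, with concentration-response fitted by a four-parameter Hill equation.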
# POLK inh: DNA polymerase kappa (human) inhibition. Q9UBT6. purified Pol kappa, fluorescent DNA synthesis assay, 10 min. Potency, µM (series often up to 107 µM), without a hit: at the top dose activity, negative = inhibition, hits mostly inhibitors. 400,000 compounds, 0.53% hits; further: potency means the concentration at half of the fitted maximal effect; on the % scale 0 is the no-effect control and ±100 the full control effect
#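 Enzyme at 10 nM met test compounds for 15 min at room temperature. Substrate addition (50 nM final) began the reaction, which was monitored by fluorescence at 0 and 10 min.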
# An asterisk follows results filed as active; i = inactive; ? = inconclusive; . = no result given; [ ] = another dose, or the depositor's remark. Unless noted, the call rests on the fitted dose curve; in most records, active means well fitted curve in the direction sought with a large enough effect; inconclusive means small, poorly fitted or top-dose-only effect, or another doubt; inactive means no such curve, though single readings can be large; an effect the other way counts as inactive or inconclusive. These rows are one share of the data (hit frequency here may not be typical).
# Values run as follows: RXFP1 antag	Tb PGK inh	POLB inh	APEX1 inh	BLM inh	Pol iota inh	Pol eta inh	Apoferritin bind	POLK inh
> O=C(O)CN=CC1=C(O)CC(c2ccccc2)CC1=O (stereo not drawn)
    10	-5%	11%	-6%	6%	-1%	-5%	-1%	-3%
> CC(=O)C1(C)OC(N)=C(C#N)C(c2ccccc2)C1(C#N)C#N (stereo not drawn)
    35	-8%	-1%	5%	-5%	64%[activator]	-7%	-13%	-14%
> CCOC(=O)N/N=C\c1ccc(OC(=O)c2ccco2)cc1
    -39	-2%	11%	6%	2%	45%[activator]	-13%	-9%	-3%
> CCN(Cc1cnn(C)c1)Cc1nc(C(c2ccccc2)c2ccccc2)no1
    -3	i	-27%	12%	-6%	25%	-13%	-14%	-12%
> COc1ccc(/C=N/NC(=O)COc2cccc3ccccc23)c(C(=O)O)c1OC
    4	-5%	26%	7%	-10%	23%	-11%	1%	-7%
> Cn1c(=O)c2c(ncn2Cc2cccc(Cl)c2)n(C)c1=O
    -17	-6%	67%	-1%	3%	25%	-7%	-15%	2%
> CCOC(=O)NC(=O)c1cn(-c2ccc(OC)cc2)c(=O)[nH]c1=O
    14	.	11%	21%	-2%	?	-8%	-1%	-19%
> COCCNC(=O)CN1C(=O)CCn2nc(-c3cn(C)c4ccccc34)cc21
    -14	-2%	-16%	.	1%	-10%	-4%	6%	-5%[60.1 µM]
> O=C(Nc1ccc(C(=O)OCc2cc(=O)n3c4c(sc3n2)CCCC4)cc1)c1ccc(Cl)cc1
    1	-2%	19%	.	-2%	15%	-16%	39%[activator]	-5%[60.1 µM]
> OCCC1CN(Cc2cccc3nccnc23)CCN1Cc1ccc(F)c(F)c1 (stereo not drawn)
    ?	-5%	27%	3%	0%	84%[activator]	-21%	-6%	-10%
> COc1ccc(Cl)cc1C(=O)Nc1nnc2n1CCS2
    .	i	12%	.	-1%	23%	-5%	1%	0%[60.1 µM]
> CCOc1ccc(CNS(=O)(=O)c2ccc(-c3cc(C(F)(F)F)on3)s2)cc1
    2	5%	0%	.	-5%	-9%	3%	-15%	-9%
> CCOc1ccc(OCC(=O)Nc2c(C(=O)Nc3ccc(C)cc3)oc3ccccc23)cc1
    .	4%	9%	.	-3%	9%	-13%	2%	-8%
> CCOc1ccc(NC(=O)N2CCN(c3ccc(Cl)c(Cl)c3)CC2)cc1
    -12	.	-3%	.	0%	-10%	.	-5%	-17%
> c1ccc(NN=C2c3ccccc3-c3ccccc32)cc1
    3	-2%	.	.	.	2%	-15%	.	-8%
> Cc1cc(C)nc(SCC(=O)N/N=C/c2cccn2-c2ccc(O)cc2)n1
    13	-4%	2%	0%	-2%	5%	-5%	-17%	-3%
> O=C1CNC(=S)N1C(CO)c1ccccc1 (stereo not drawn)
    8	-3%	6%	70%[activator]	1%	60%[activator]	-5%	-3%	10%
> CCC(=O)NC(c1ccc(C)cc1)c1cc(Cl)c2cccnc2c1O (stereo not drawn)
    .	1%	.	1%	.	54%[activator]	-21%	.	2%
> CC(=O)Nc1ccc(S(=O)(=O)NC2(C(F)(F)F)NC(=O)N(Cc3ccccc3)C2=O)cc1 (stereo not drawn)
    -1	0%	11%	28%	-7%	34%[activator]	-15%	-4%	1%
> COc1ccc(C(=O)c2coc3ccc(O)c(CN4CCCCC4)c23)cc1
    .	-8%	-16%	-9%	11%	3%	-11%	-13%	-7%
> COc1cccc(-c2nnc(SCC3CNC(=O)O3)n2-c2ccc(Cl)cc2)c1 (stereo not drawn)
    12	-6%	0%[57.1 µM]	3%	1%	9%	0%	-13%	-17%
> C=CCn1c(CCNC(=O)c2cccs2)n[nH]c1=S
    .	2%	9%	12%	-1%	25%	-21%	1%	-2%
> O=[N+]([O-])c1ccc2c(c1)nc1n2CCSC1
    13	-2%	6%	5%	-3%	79%[activator]	3%	-9%	-18%
> N#Cc1cc2c(nc1SCc1ccccc1)CCCC2
    5	0%	-7%	?	4%	3%	-15%	-9%	-3%
> COc1ccccc1CCC(=O)Nc1ccc2c(c1)CN(Cc1ccc(C)o1)CC2
    11	0%	-4%	16%	-6%	52%[activator]	-9%	-13%	-29%
> N#Cc1ccccc1NC(=O)C(=O)NCCc1csc(-c2ccc(F)cc2)n1
    -5	-2%	1%	-6%	-3%	5%	-16%	-3%	-11%[60.1 µM]
> Cc1ccc(S(=O)(=O)N=C2SCCCS2)cc1
    -17	-1%	-4%	4%	1%	-6%	-10%	-16%	13%
> COc1ccc(OC)c(NC(=O)CS(=O)(=O)Cc2nc(-c3ccccc3C)oc2C)c1
    3	-2%	?	?	-7%	34%[activator]	-8%	-9%	-5%
> CCOC(=O)N1CCN(C(=O)c2ccccc2NC(=O)c2ccc(C(C)(C)C)cc2)CC1
    -10	4%	26%	4%	-3%	54%[activator]	-10%	5%	-10%
> CCN1C(=O)[C@@H]2[C@@H](c3ccc(-c4ccccc4)cc3)N3CCCC[C@@]3(C(=O)OC)[C@@H]2C1=O
    .	1%	.	21%	.	35%	-16%	.	-14%

# Reprinted from the part before: 6 compounds, then new ones.
Molecule	RXFP1 antag	Tb PGK inh	POLB inh	APEX1 inh	BLM inh	Pol iota inh	Pol eta inh	Apoferritin bind	POLK inh
COc1ccccc1CCC(=O)Nc1ccc2c(c1)CN(Cc1ccc(C)o1)CC2	11	0%	-4%	16%	-6%	52%[activator]	-9%	-13%	-29%
N#Cc1ccccc1NC(=O)C(=O)NCCc1csc(-c2ccc(F)cc2)n1	-5	-2%	1%	-6%	-3%	5%	-16%	-3%	-11%[60.1 µM]
Cc1ccc(S(=O)(=O)N=C2SCCCS2)cc1	-17	-1%	-4%	4%	1%	-6%	-10%	-16%	13%
COc1ccc(OC)c(NC(=O)CS(=O)(=O)Cc2nc(-c3ccccc3C)oc2C)c1	3	-2%	?	?	-7%	34%[activator]	-8%	-9%	-5%
CCOC(=O)N1CCN(C(=O)c2ccccc2NC(=O)c2ccc(C(C)(C)C)cc2)CC1	-10	4%	26%	4%	-3%	54%[activator]	-10%	5%	-10%
CCN1C(=O)[C@@H]2[C@@H](c3ccc(-c4ccccc4)cc3)N3CCCC[C@@]3(C(=O)OC)[C@@H]2C1=O	.	1%	.	21%	.	35%	-16%	.	-14%
CC(C)CCNC(=O)c1cc(-c2cccs2)nc2ccccc12	-8	.	4%	79%[activator]	-3%	?	-16%	-1%	1%
COc1ccc(C2C(C#N)=C(/N=C/N3CCN(C)CC3)OC3=C2C(=O)CC(C)(C)C3)cc1OC (stereo not drawn)	6	-9%	-16%	-1%	0%	6%	-8%	4%	-10%
CC1CCN(C(=O)CSc2nc3c(cnn3-c3ccc(Cl)cc3)c(=O)[nH]2)CC1	.	-8%	5%	0%	1%	?	-18%	-7%	-6%
C=CCOc1ccc(/C=N/NC(=O)C(=O)Nc2ccccn2)cc1OC	-21	i	3%	6%	-5%	217%[activator]	-13%	-9%	2%
O=C(Cc1ccc(-n2c(=O)c3ccccc3n(Cc3cccc([N+](=O)[O-])c3)c2=O)cc1)NCC1CCCO1 (stereo not drawn)	.	.	-2%	1%	-2%	.	.	2%	.
O=[N+]([O-])C1C(c2ccccc2)=NOC1c1ccccc1O (stereo not drawn)	6	-12%	19%	25%	-2%	-16%	-9%	-11%	-6%
CCCc1cc(C(=O)Nc2ccc(Cl)cn2)cs1	?	-10%	0%	-7%	-7%	-24%	-8%	-16%	7%
S=c1[nH]ncn1/N=C/c1ccc(N2CCOCC2)cc1	10	-1%	5%	-2%	0%	6%	-7%	-5%	5%
Cc1ccc(OC(C)C(=O)Nc2ccc(F)cc2)c([N+](=O)[O-])n1 (stereo not drawn)	7	-2%	.	9%	.	21%	-2%	.	-15%
Cc1cc2nc3c(nc2cc1C)CCCC3	3	i	-14%	63%[activator]	-2%	?	-4%	2%	-9%
COc1ccc(CCNC(=O)Cn2nc(C)n3nc(-c4ccccc4)cc3c2=O)cc1OC	12	2%	-1%	39%	-8%	41%[activator]	-19%	-6%	-4%
CCc1cc(=O)oc2cc(C)cc(OCC(=O)NCC(O)c3ccccc3)c12 (stereo not drawn)	16	-1%	0%	12%	-8%	5%	-8%	6%	0%
CCCC(=O)Nc1nc(CC(=O)OCC)cs1	-2	4%	6%	1%	1%	50%[activator]	7%	-2%	-1%
Cc1ccc(-c2c(C)n([O-])c3c([n+]2=O)CCCCC3)cc1	-10	-7%	21%	10%	-4%	17%	-25%	-5%	-13%
Cc1ccc(CNC(=O)c2nnc(Cc3cccc(F)c3)o2)cc1	3	i	?	.	-6%	1%	1%	-12%	-8%
COc1cccc(N2CC(C(=O)Nc3nnc(SCC(=O)N4CCCC4)s3)CC2=O)c1 (stereo not drawn)	-5	-2%	-25%	22%	-3%	?	?	-6%	-6%
CNC(=S)N/N=C/c1ccc(N2CCOCC2)s1	-4	-2%	-18%	-9%	-11%	-3%	-9%	-8%	-22%
COc1cccc(CNC(=O)CCNC(=O)C2CCN(S(=O)(=O)c3ccc(F)cc3)CC2)c1	-9	-7%	30%	7%	1%	12%	-10%	1%	11%

# Compound activity as filed in PubChem BioAssay.
